TcdB GH inh – inhibitors of Clostridioides difficile toxin B glycohydrolase; inhibition, % at 9.99 µM; TcdB glycohydrolase enzymatic assay, plate reader; P18177; 350,000 tested, 0.24% active; AID 652162; in the data active = inhibition above about 10%
Target sequence (P18177 whole entry, looked up): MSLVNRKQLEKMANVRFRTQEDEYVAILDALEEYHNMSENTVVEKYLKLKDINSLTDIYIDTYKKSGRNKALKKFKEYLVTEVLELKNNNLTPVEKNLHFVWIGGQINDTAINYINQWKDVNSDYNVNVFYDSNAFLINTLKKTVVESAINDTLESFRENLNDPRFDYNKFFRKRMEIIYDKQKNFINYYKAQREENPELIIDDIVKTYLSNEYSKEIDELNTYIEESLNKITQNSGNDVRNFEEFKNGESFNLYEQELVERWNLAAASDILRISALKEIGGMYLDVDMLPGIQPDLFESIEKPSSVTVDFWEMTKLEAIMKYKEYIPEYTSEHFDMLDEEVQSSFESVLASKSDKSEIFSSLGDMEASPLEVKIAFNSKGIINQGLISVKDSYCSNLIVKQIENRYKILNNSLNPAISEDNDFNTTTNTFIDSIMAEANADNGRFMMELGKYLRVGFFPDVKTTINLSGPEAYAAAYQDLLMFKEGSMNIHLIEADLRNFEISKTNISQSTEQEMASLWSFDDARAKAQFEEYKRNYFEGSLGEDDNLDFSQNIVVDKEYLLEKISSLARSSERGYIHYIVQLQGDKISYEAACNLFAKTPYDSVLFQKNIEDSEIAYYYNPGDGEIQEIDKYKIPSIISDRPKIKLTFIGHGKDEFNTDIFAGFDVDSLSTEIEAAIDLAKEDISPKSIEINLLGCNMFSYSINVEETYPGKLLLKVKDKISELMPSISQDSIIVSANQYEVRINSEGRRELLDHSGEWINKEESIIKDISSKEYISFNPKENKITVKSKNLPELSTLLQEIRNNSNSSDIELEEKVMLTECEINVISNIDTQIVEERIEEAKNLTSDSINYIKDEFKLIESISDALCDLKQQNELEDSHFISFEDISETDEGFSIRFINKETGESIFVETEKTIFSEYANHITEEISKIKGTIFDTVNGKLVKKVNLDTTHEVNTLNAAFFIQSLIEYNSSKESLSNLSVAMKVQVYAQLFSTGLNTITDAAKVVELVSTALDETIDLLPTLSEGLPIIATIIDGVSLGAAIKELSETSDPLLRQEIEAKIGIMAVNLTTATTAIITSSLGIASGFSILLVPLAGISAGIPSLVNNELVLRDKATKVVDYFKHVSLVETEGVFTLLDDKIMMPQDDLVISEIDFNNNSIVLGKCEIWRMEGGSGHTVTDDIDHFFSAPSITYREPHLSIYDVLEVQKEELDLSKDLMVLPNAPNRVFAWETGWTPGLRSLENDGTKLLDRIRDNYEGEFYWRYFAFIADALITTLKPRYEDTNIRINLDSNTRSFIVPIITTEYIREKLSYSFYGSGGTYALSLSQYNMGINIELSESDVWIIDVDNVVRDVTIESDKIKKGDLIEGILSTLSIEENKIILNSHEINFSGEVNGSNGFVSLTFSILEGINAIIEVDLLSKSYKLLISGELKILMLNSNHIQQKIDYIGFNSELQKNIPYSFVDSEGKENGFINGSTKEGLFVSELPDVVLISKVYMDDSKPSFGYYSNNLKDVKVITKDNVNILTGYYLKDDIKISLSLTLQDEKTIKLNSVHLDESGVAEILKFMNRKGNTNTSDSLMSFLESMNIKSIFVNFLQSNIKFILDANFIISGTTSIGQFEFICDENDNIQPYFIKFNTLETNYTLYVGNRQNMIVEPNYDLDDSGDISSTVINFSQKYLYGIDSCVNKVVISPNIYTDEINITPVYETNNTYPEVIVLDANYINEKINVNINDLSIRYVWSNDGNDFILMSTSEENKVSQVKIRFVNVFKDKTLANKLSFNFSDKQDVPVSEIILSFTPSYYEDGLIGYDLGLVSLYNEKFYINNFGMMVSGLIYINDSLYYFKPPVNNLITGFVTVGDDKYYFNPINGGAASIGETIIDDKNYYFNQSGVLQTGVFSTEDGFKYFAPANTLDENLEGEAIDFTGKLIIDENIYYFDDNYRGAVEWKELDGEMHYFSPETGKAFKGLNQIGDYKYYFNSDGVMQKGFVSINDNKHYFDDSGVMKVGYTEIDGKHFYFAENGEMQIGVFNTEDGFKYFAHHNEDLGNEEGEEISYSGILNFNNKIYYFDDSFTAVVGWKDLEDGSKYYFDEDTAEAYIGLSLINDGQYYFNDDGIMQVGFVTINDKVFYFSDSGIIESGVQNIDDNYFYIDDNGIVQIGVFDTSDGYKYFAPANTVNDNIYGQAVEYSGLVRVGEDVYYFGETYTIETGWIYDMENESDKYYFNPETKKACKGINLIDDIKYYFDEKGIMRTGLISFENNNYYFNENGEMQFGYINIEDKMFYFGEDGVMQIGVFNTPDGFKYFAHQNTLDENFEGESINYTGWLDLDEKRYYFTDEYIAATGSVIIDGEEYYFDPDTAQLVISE
* hit, by the source's call.

SMILES	TcdB GH inh
C[C@@H]1CN([C@@H](C)CO)C(=O)c2cc(NC(=O)Nc3ccc(F)cc3)ccc2O[C@H]1CN(C)Cc1ccc(C(F)(F)F)cc1	0.5
CC(C)C#Cc1cnc2c(c1)C(=O)N([C@@H](C)CO)C[C@H](C)[C@@H](CN(C)C(=O)CN1CCOCC1)O2	0.5
COc1ccc(NC(=O)Nc2ccc3c(c2)CC(=O)N([C@H](C)CO)C[C@@H](C)[C@@H](CN(C)C)O3)cc1	0.0
C[C@H]1CN([C@@H](C)CO)C(=O)c2cc(NC(=O)NC3CCCCC3)ccc2O[C@@H]1CN(C)C	0.3
Cc1ccc(S(=O)(=O)Nc2ccc3c(c2)C(=O)N([C@@H](C)CO)C[C@@H](C)[C@@H](CN(C)S(C)(=O)=O)OCCCC[C@@H](C)O3)cc1	-6.2
CCC(=O)N1CC(=O)N2[C@H](C1)[C@@H](c1ccc(C#CCC(C)C)cc1)[C@@H]2CO	-2.0
O=C(C[C@@H]1CC[C@@H](NC(=O)Cc2cccnc2)[C@@H](CO)O1)Nc1ccccc1	0.0
C[C@H]1CCCCO[C@H](CN(C)S(C)(=O)=O)[C@@H](C)CN([C@@H](C)CO)C(=O)c2cc(NC(=O)C3CCCCC3)ccc2O1	-8.1
Cc1ccc(S(=O)(=O)Nc2ccc3c(c2)C(=O)N([C@H](C)CO)C[C@H](C)[C@@H](CN(C)S(=O)(=O)c2cccs2)O3)cc1	0.6
CCCC(=O)Nc1ccc2c(c1)C(=O)N(C)[C@@H]1CC[C@@H](CC(=O)Nc3cn(C)nc3C)O[C@@H]1CO2	-0.5
COc1ccc(S(=O)(=O)Nc2ccc3c(c2)CC(=O)N([C@H](C)CO)C[C@@H](C)[C@@H](CN(C)C(=O)NC2CCCCC2)O3)cc1	-0.9
CC=Cc1ccc2n(c1=O)C[C@@H]1[C@@H](CO)[C@H](C(=O)NC3CCCC3)N[C@H]21 (mixture of isomers)	0.2
C[C@H](NC(=O)C[C@@H]1CC[C@@H]2[C@@H](COc3ccc(NC(=O)C4CCOCC4)cc3C(=O)N2C)O1)c1ccccc1	0.3
C[C@@H]1CN([C@H](C)CO)C(=O)c2cccc(NC(=O)c3ccncc3)c2O[C@@H]1CN(C)Cc1ccc2c(c1)OCO2	-1.2
COC(=O)C[C@@H]1CC[C@H]2[C@@H](COc3ccc(NC(=O)c4cccc(F)c4)cc3C(=O)N2C)O1	-1.5
O=C(NCC[C@@H]1CC[C@@H](NS(=O)(=O)c2ccc(Cl)cc2)[C@H](CO)O1)c1ccc2c(c1)OCO2	-1.7
C[C@]12C=CC(=O)N1CCc1c2[nH]c2ccccc12	0.3
C[C@@H]1CN([C@H](C)CO)C(=O)c2cc(C#CC(C)(C)O)cnc2O[C@@H]1CN(C)C(=O)c1ccccc1F	1.2
C[C@H]1CCCCO[C@@H](CN(C)C(=O)Nc2ccc(F)cc2)[C@@H](C)CN([C@@H](C)CO)C(=O)c2cc(NS(=O)(=O)c3cccs3)ccc2O1	-9.1
C/C=C/c1ccccc1[C@@H]1[C@@H](CO)N(c2ncc(CC)s2)[C@H]1C#N	-0.9
C[C@@H]1CN([C@@H](C)CO)C(=O)c2cc(NC(=O)Nc3ccc(F)cc3)ccc2O[C@@H](C)CCCCO[C@@H]1CN(C)S(=O)(=O)c1ccccc1	0.7
CC(C)CC#Cc1cnc2c(c1)C(=O)N([C@H](C)CO)C[C@@H](C)[C@H](CN(C)Cc1ccccc1F)O2	1.1
C[C@H](CO)N1C[C@H](C)[C@@H](CN(C)S(=O)(=O)c2ccc(Cl)cc2)Oc2ccc(NC(=O)C3CCCCC3)cc2CC1=O	-0.9
COc1ccccc1CNC(=O)C[C@H]1CC[C@@H]2[C@H](COC[C@H](O)CN2C(=O)Nc2ccccc2)O1	-0.5
Cc1noc(C)c1S(=O)(=O)Nc1ccc2c(c1)CC(=O)N([C@H](C)CO)C[C@H](C)[C@@H](CN(C)C(=O)Nc1cccc3ccccc13)O2	-0.7
COc1ccccc1-c1cn(CC[C@@H]2CC[C@H](NC(=O)c3cnccn3)[C@@H](CO)O2)nn1	0.1
C[C@@H]1CN([C@H](C)CO)C(=O)c2cc(NC(=O)CCC(F)(F)F)ccc2O[C@H]1CN(C)Cc1ccc2c(c1)OCO2	-0.1
COc1cccc(-c2cnc3c(c2)C(=O)N([C@@H](C)CO)C[C@@H](C)[C@@H](CN(C)Cc2ccncc2)O3)c1	0.3
COc1cccc(-c2ccc([C@H]3[C@H](CO)N(C(=O)C4CC4)C34CN(C(C)=O)C4)cc2)c1	-0.9
CO[C@@H](CN(C)C(=O)C1CCOCC1)[C@@H](C)CN([C@H](C)CO)S(=O)(=O)c1ccccc1	0.1

Retrieved one by one from the entries so far:
SMILES	TcdB GH inh
C[C@@H]1CN([C@H](C)CO)C(=O)c2cc(NC(=O)CCC(F)(F)F)ccc2O[C@H]1CN(C)Cc1ccc2c(c1)OCO2	-0.1
O=C(NCC[C@@H]1CC[C@@H](NS(=O)(=O)c2ccc(Cl)cc2)[C@H](CO)O1)c1ccc2c(c1)OCO2	-1.7
CCCC(=O)Nc1ccc2c(c1)C(=O)N(C)[C@@H]1CC[C@@H](CC(=O)Nc3cn(C)nc3C)O[C@@H]1CO2	-0.5

Next compounds follow:
SMILES	TcdB GH inh
COc1ccc(NC(=O)N(C)C[C@H]2Oc3ccc(NS(=O)(=O)c4cn(C)cn4)cc3CC(=O)N([C@H](C)CO)C[C@@H]2C)cc1	1.2
CC(C)NC(=O)N(C)C[C@H]1Oc2cc(C#C[C@H](C)O)ccc2S(=O)(=O)N([C@@H](C)CO)C[C@H]1C	1.9
CCCN(C)C[C@H]1OCCCC[C@@H](C)Oc2ccc(NS(=O)(=O)c3ccc(C)cc3)cc2C(=O)N([C@@H](C)CO)C[C@H]1C	1.9
C[C@@H]1CN([C@@H](C)CO)C(=O)c2c(c3ccccc3n2C)-c2ccccc2CO[C@@H]1CN(C)C(=O)CCN(C)C	-17.1
COc1cccc(C(=O)Nc2ccc3c(c2)C(=O)N(C)[C@H]2CC[C@@H](CC(=O)NCCCN4CCOCC4)O[C@H]2CO3)c1	0.6
Cc1noc(C)c1S(=O)(=O)Nc1ccc2c(c1)CC(=O)N([C@H](C)CO)C[C@@H](C)[C@H](CN(C)Cc1ccc(C(=O)O)cc1)O2	0.5
C[C@@H]1CN([C@H](C)CO)C(=O)Cc2cc(NS(=O)(=O)c3cccs3)ccc2O[C@@H]1CN(C)CC1CC1	2.1
CC(C)NC(=O)Nc1ccc2c(c1)C(=O)N([C@@H](C)CO)C[C@H](C)[C@H](CN(C)C(=O)CCC(F)(F)F)OCCCC[C@@H](C)O2	0.4
CNC[C@H]1Oc2ccc(NS(=O)(=O)c3c(C)noc3C)cc2C(=O)N([C@@H](C)CO)C[C@@H]1C	-0.1
COc1ccc(NC(=O)Nc2ccc3c(c2)C(=O)N([C@@H](C)CO)C[C@H](C)[C@H](CN(C)C(=O)Nc2ccccc2)OCCCC[C@@H](C)O3)cc1	-0.4
C[C@@H]1CN([C@@H](C)CO)C(=O)Cc2cc(NC(=O)Nc3ccc4c(c3)OCO4)ccc2O[C@H]1CN(C)C(=O)Nc1ccc(C(F)(F)F)cc1	-1.8
CC(C)C#Cc1ccc([C@@H]2[C@@H](CO)N3CCCCN(C(=O)NC(C)C)C[C@H]23)cc1	0.6
COc1ccc(-c2cn(CC[C@H]3CC[C@@H](NC(=O)c4cnccn4)[C@@H](CO)O3)nn2)cc1	0.0
C=CCN1C(=O)[C@]2(O[C@H](CCO)[C@@H]([Si](C)(C)c3ccc(OC)cc3)[C@@H]2C)c2cc(I)ccc21	-0.2
COc1ccc(NC(=O)Nc2cccc3c2O[C@@H](CN(C)Cc2ccc4c(c2)OCO4)[C@@H](C)CN([C@H](C)CO)C3=O)cc1	-9.8
COc1cccc(S(=O)(=O)N2CC[C@H]3[C@H](CO)Nc4ccc(C#Cc5ccccc5)cc4[C@H]32)c1	0.1
C[C@@H]1CN([C@H](C)CO)C(=O)c2cc(NC(=O)c3ccccc3)ccc2O[C@@H](C)CCCCO[C@H]1CN(C)S(=O)(=O)c1ccc(F)cc1	-0.2
C[C@H]1CN([C@@H](C)CO)C(=O)Cc2cc(NC(=O)Nc3ccc(F)cc3)ccc2O[C@H]1CN(C)S(=O)(=O)c1cccs1	1.6
C[C@@H]1CCCCO[C@@H](CN(C)Cc2ccc(C(=O)O)cc2)[C@@H](C)CN([C@@H](C)CO)C(=O)c2cc(NC(=O)Nc3cccc4ccccc34)ccc2O1	-2.2
CC(C)CC#Cc1ccc2c(c1)O[C@@H](CN(C)C(=O)C1CCOCC1)[C@H](C)CN([C@H](C)CO)S2(=O)=O	-0.2
N#Cc1ccc(-c2ccc3c(c2)[C@H]2[C@H](CCN2C(=O)C2CCCCC2)[C@H](CO)N3)cc1	-1.1
CNC(=O)C[C@@H]1CC[C@@H]2[C@@H](COc3ccc(NC(=O)Nc4cccc(Cl)c4)cc3C(=O)N2C)O1	-0.4
C[C@H]1CN([C@@H](C)CO)C(=O)Cc2cc(NC(=O)c3ccncc3)ccc2O[C@H]1CN(C)C(=O)Nc1cccc2ccccc12	-1.5
O=C(c1ccncc1)N1C[C@H]2[C@@H](c3ccccc31)[C@H](CO)N2C(=O)Nc1ccccc1Cl	-0.8
C[C@H](CO)N1C[C@H](C)[C@@H](CN(C)Cc2ccc(C(=O)O)cc2)Oc2ccc(NC(=O)Cc3ccccc3)cc2C1=O	-2.3
Cc1noc(C)c1S(=O)(=O)N(C)C[C@@H]1Oc2ccc(NC(=O)Cc3cn(C)c4ccccc34)cc2CC(=O)N([C@@H](C)CO)C[C@@H]1C	-0.8
O=C(NC1CCCC1)N1CCCCN2[C@H](C1)[C@H](c1ccc(-c3cccnc3)cc1)[C@@H]2CO	-0.1
O=C(NCC[C@H]1CC[C@H](NC(=O)c2ccccc2F)[C@H](CO)O1)c1ccc2c(c1)OCO2	-0.7
C[C@H]1CN([C@@H](C)CO)S(=O)(=O)c2ccc(/C=C/c3ccccc3)cc2O[C@@H]1CN(C)Cc1ccccc1	-0.3
COc1ccc(NC(=O)N(C)C[C@@H]2Oc3ccc(NC(=O)Cc4cn(C)c5ccccc45)cc3CC(=O)N([C@H](C)CO)C[C@@H]2C)cc1	0.4
COCCNC(=O)C[C@@H]1CC[C@@H]2[C@@H](COc3ccc(NC(=O)C4CCOCC4)cc3C(=O)N2C)O1	-0.8
Cc1noc(C)c1S(=O)(=O)Nc1ccc2c(c1)CC(=O)N([C@@H](C)CO)C[C@H](C)[C@H](CN(C)S(=O)(=O)c1cccs1)O2	-0.7
C[C@H](CO)N1C[C@H](C)[C@H](CN(C)C(=O)NC2CCCCC2)OCCCC[C@H](C)Oc2ccc(NC(=O)Nc3cccc4ccccc34)cc2C1=O	1.8
C[C@@H]1CN([C@H](C)CO)C(=O)Cc2cc(NC(=O)CCC(F)(F)F)ccc2O[C@@H]1CN(C)C(=O)Nc1cccc2ccccc12	1.0
O=C(O)[C@H]1[C@H](CO)[C@H]2Cn3c(ccc(-c4ccncc4)c3=O)[C@@H]1N2C(=O)C1CCCC1	-7.2
CC(=O)N(C)C[C@@H]1Oc2cc(C#CCC3CCCC3)ccc2S(=O)(=O)N([C@@H](C)CO)C[C@H]1C	1.2
C[C@H](CO)N1C[C@H](C)[C@@H](CN(C)Cc2ccc(C(=O)O)cc2)Oc2ccc(NC(=O)Nc3ccccc3)cc2CC1=O	0.1
C[C@@H]1CN([C@@H](C)CO)C(=O)c2cccc(NC(=O)c3nc4ccccc4s3)c2O[C@H]1CN(C)C(=O)Nc1cccc2ccccc12	-0.7
COc1ccc(S(=O)(=O)Nc2cccc3c2O[C@@H](CN(C)Cc2ccc(C(=O)Nc4ccccc4N)cc2)[C@H](C)CN([C@H](C)CO)C3=O)cc1	1.7
CO[C@@H]1CN(C)C(=O)c2cc(NC(=O)C3CCC3)ccc2OC[C@H](C)N(Cc2ccc(F)cc2)C[C@H]1C	0.3
C[C@H](CO)N1C[C@H](C)[C@@H](CN(C)C(=O)c2ccc(F)cc2)Oc2cc(-c3cccc(C#N)c3)ccc2S1(=O)=O	0.5
O=C(C1CCC1)N1CC2(C1)[C@@H](c1ccccc1)[C@@H](CO)N2C(=O)NC1CCCC1	-0.3
O=C(C[C@H]1CC[C@@H](NC(=O)c2ccncc2)[C@H](CO)O1)NCc1ccncn1	0.6
C[C@@H]1CN([C@H](C)CO)S(=O)(=O)c2ccc(-c3cccc(F)c3)cc2O[C@@H]1CN(C)C	0.9
O=C(C1CC1)N1CC(=O)N2[C@H](CO)[C@H](c3ccc(Br)cc3)[C@H]2C1	-0.7
O=C(CCN1CCCCC1)NCC[C@@H]1CC[C@H](NC(=O)C2CCOCC2)[C@H](CO)O1	-0.7
CN1[C@@H]2c3ccc(-c4cccc(F)c4)c(=O)n3C[C@H]1[C@H](CO)[C@H]2C(=O)NCc1ccccc1	0.3
O=C(Cc1cccnc1)N1CCCCN2[C@H](CO)[C@@H](c3ccc(C#CC4CCCC4)cc3)[C@H]2C1	-0.3
O=C(C[C@H]1C[C@@H]2c3cc(NC(=O)NC4CCCCC4)ccc3O[C@@H]2[C@@H](CO)O1)NCC(F)(F)F	0.0

Of the compounds above, these contain a cyano group:
SMILES	TcdB GH inh
C/C=C/c1ccccc1[C@@H]1[C@@H](CO)N(c2ncc(CC)s2)[C@H]1C#N	-0.9
N#Cc1ccc(-c2ccc3c(c2)[C@H]2[C@H](CCN2C(=O)C2CCCCC2)[C@H](CO)N3)cc1	-1.1
C[C@H](CO)N1C[C@H](C)[C@@H](CN(C)C(=O)c2ccc(F)cc2)Oc2cc(-c3cccc(C#N)c3)ccc2S1(=O)=O	0.5

An excerpt. The share of hits here may be higher or lower than overall.
